Screening results (PubChem BioAssay)
RECQ1 inh = blocks DNA unwinding by human RECQ1; RECQ1 DNA unwinding, red fluorescence kinetic read; Potency, µM (series often up to 57.3 µM), inactives show at the top dose activity, negative = inhibition, usual class: inhibitors; 0.54% of 240,000 active; AID 2549;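 further: plate controls were vehicle for no effect and no enzyme for full effect; nearly all actives have a fitted effect of over 30% in size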
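50 nM RECQ1T1 preincubated 15 min with compound in Tris pH 8.0 buffer with MgCl2, DTT, Tween-20 and 2.5 ug/ml poly(dI-dC); started with 200 nM TAMRA/BHQ-2 forked duplex and 2 mM ATP. Unwinding read as fluorescence (525/598 nm), two reads 2 h apart.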
SMN2 splice up = SMN2 splice variant enhancement. HEK293 SMN2-luciferase splicing reporter, luminescence, 30-36 h. Potency, µM (doses to about 46.1 µM), without a hit: at the top dose activity change, positive = activation, actives largely listed as activators. 2.8% of 210,000 active; further: % of control where 0% means no effect; nearly all actives have a fitted effect of over 55% in size
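HEK293 cells carry an SMN2 […]–luciferase reporter in which exon 7 inclusion puts luciferase in frame. Cells were plated 10-12 h before compound addition, then incubated 30-36 h at 37C. ONE-Glo luminescence was read; sodium butyrate at 4.5 mM final served as control.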
JMJD2E inh = blocks human JMJD2E demethylase activity | 1.6% of 230,000 active | Potency, µM (top dose mostly 57.1 µM), inactives show top-dose activity change, negative = inhibition, hits mostly inhibitors | B2RXH2 | AID 2147 | JMJD2E catalytic domain, FDH-coupled NADH fluorescence (FDH is formaldehyde dehydrogenase); active means well fitted inhibition curve with a large enough effect, not every such curve was filed as active; inconclusive means small, poorly fitted or top-dose-only effect, or another doubt; inactive means no such curve, though single readings can be large or run the other way;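 further: 0% = wells with enzyme and -100% = buffer wells without enzyme; nearly all actives have a fitted effect of over 50% in size; many of its hits are not listed in these tables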
Target sequence (B2RXH2 1-337 limits assumed): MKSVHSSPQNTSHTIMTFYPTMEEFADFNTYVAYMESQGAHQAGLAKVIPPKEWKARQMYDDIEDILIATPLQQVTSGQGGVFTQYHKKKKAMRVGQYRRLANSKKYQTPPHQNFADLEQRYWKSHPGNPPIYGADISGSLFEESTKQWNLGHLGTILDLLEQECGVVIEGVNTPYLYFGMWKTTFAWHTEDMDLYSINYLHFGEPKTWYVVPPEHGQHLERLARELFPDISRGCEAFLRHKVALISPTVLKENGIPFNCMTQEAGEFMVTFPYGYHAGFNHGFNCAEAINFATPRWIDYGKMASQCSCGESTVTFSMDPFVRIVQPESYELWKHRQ
RGS12 GoLoco inh = blocks human Gai1 binding to RGS12 GoLoco peptide, red readout; 0.44% of 230,000 active; Gai1:RGS12 GoLoco peptide FP, rhodamine, 10 min; P63096; Potency, µM (top dose mostly 61.6 µM), inactives show at the top dose activity, negative = inhibition, actives largely listed as inhibitors; AID 880; active means well fitted inhibition curve with a large enough effect, not every such curve was filed as active; inactive means no such curve, though single readings can be large or run the other way; further: on the % scale 0 is the no-effect control and ±100 the full control effect; nearly all actives have a fitted effect of over 30% in size; many of its hits are not listed in these tables
Target sequence (P63096 whole entry, looked up): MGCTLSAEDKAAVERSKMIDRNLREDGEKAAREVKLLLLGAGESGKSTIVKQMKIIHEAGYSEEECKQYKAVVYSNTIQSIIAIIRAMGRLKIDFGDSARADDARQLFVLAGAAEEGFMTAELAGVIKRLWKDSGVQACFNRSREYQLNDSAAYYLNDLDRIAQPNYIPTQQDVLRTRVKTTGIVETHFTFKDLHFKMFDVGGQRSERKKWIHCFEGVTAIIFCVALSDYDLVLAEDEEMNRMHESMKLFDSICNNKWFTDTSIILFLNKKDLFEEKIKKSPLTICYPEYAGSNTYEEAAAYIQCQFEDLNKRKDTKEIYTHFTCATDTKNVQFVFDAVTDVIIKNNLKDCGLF
Epigenetic derep = regulators of epigenetic silencing causing reporter derepression in mouse cells; 0.2% of 280,000 active; murine LDR cells, GFP reporter derepression, 30 h; Potency, µM (top dose mostly 53.9 µM), inactives show at the top dose GFP activation, usual class: activators; further: % of control where 0% means no effect; nearly all actives have a fitted effect of over 60% in size
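Readout is the number of GFP-expressing murine LDR cells, counted by cytometry following washing. Cells were treated with compound for 30 h at 37 C; the stably integrated CMV-GFP locus is normally silent.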
NPSR antagonist = antagonists of human neuropeptide S receptor cAMP signaling; CHO-NPSR cells, cAMP TR-FRET, antagonist mode; Potency, µM (series often up to 38.3 µM), for the others: at the highest dose activity change, negative = inhibition, hits mostly inhibitors; 1% of 220,000 active; further: on the % scale 0 is the no-effect control and ±100 the full control effect; nearly all actives have a fitted effect of over 50% in size; many of its hits are not listed in these tables
Target sequence (Q6W5P4 whole entry, looked up): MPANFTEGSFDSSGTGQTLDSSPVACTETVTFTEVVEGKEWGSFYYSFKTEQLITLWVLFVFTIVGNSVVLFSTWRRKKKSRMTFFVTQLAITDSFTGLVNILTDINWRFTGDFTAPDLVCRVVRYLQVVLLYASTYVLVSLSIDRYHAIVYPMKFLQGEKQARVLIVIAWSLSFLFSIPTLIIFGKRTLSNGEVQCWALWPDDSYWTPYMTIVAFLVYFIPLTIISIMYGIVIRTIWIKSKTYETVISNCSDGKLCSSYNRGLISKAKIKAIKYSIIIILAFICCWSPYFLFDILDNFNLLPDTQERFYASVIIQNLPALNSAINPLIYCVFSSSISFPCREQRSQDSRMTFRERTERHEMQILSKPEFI
KinaseGlo FLuc = counter-screen: inhibitors of Kinase-Glo firefly luciferase; Q27757; Kinase-Glo luciferase, ATP luminescence, 8 min; Potency, µM (highest dose often 38.3 µM), without a hit: at the top dose activity change, negative = inhibition, hits mostly inhibitors; 0.28% of 200,000 active; further: on the % scale 0 is the no-effect control and ±100 the full control effect; nearly all actives have a fitted effect of over 60% in size
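Substrate mix (final 50 mM imidazole pH 7.2, 50 mM KCl, 7 mM MgCl2, 10 uM ATP, 0.01% Tween 20, 0.05% BSA) plus pin-tool compound, then Kinase-Glo detection mix; 8 min ambient, luminescence read.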
IMPase Li inh = membrane-permeable IMPase blocker, potentiated with lithium | CHO-M1 cells, IP1 TR-FRET (IP-One), carbachol + lithium | Potency, µM (top dose mostly 59.4 µM), for the others: at the top dose activity, negative = IMPase inhibition, actives largely listed as inhibitors | 0.35% of 210,000 active;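 further: IP1 builds up when IMPase is blocked and the TR-FRET signal falls; plate controls were basal vehicle for no effect and high inhibitor control for full effect; nearly all actives have a fitted effect of over 50% in size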
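Lithium-sensitised IP1 accumulation assay; M1-expressing CHO cells treated 30 min at 37C with compound. Competitive antibody detection by time-resolved FRET followed a 10 min room-temperature lysis step.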
An asterisk follows results filed as active; i = inactive; ? = inconclusive; . = no result given; & = joins results of further samples; [ ] = another dose, or the depositor's remark. Unless noted, the call rests on the fitted dose curve; in most records, active means well fitted curve in the direction sought with a large enough effect; inconclusive means small, poorly fitted or top-dose-only effect, or another doubt; inactive means no such curve, though single readings can be large; an effect the other way counts as inactive or inconclusive. Potency means the concentration at half of the fitted maximal effect. An excerpt, so the mix of outcomes need not match the whole.

item	SMILES	RECQ1 inh	SMN2 splice up	JMJD2E inh	RGS12 GoLoco inh	Epigenetic derep	NPSR antagonist	KinaseGlo FLuc	IMPase Li inh
1	O=C(NC(c1ccccc1)c1ccccn1)c1cccc([N+](=O)[O-])c1 (stereo unspecified)	-6%	-21%	14%	16%	3.3%	-25%	2%	7%
2	COc1ccc(N2CCN(C(=O)c3ccc(NS(=O)(=O)c4ccc(F)c(F)c4)cc3)CC2)cc1	-10%	-15%	-8%	0%	0.8%	-9%[7.67 µM]	-6%	-4%[38.3 µM]
3	CCCCc1nc2c(c3c1C[C@H](C)OC3)CN(C(=O)Nc1cccc(C#N)c1)CC2	i[11.5 µM]	0%[9.22 µM]	11%[11.4 µM]	2%[14.2 µM]	.	.	0%[7.66 µM]	6%
4	OCCNc1cc(Cl)ncn1	1%	.	1%	0%	4.2%	6%	.	.
5	CC1CCc2sc(C(=O)Nc3nnc(SCc4ccc(F)cc4)s3)cc2C1 (stereo unspecified)	-1%	-22%	?	35%[activator]	2.3%	30%[46.1 µM]	-8%	?
6	CCC1C(=O)NCCN1C(=O)c1ccccc1OC1CCN(S(C)(=O)=O)CC1 (stereo unspecified)	5%	-13%	-2%	12%	2.9%	-10%	2%	-4%
7	O=C(c1ccc(S(=O)(=O)Cc2ccccc2F)c([N+](=O)[O-])c1)N1CCCC1	-7%	?	4%	1%	6.3%	4%	14%	-2%
8	CCc1nc2ccccc2[nH]c1=O	-7%	.	?	4%	1.2%	46%	.	.
9	CC(C)CN(CCCNC(=O)CC1Oc2ccccc2NC1=O)CC(C)C (stereo unspecified)	5%	23%	3%	3%	3.3%	-7%[46.1 µM]	4%	8%[38.3 µM]
10	Cc1cc(-c2nc3ccccc3[nH]2)ccc1N	i	6.3µM*	?	7%	-1.1%	-4%	10µM*	-11%
11	Cc1ccc(N(C)C(=O)N2CCN(S(=O)(=O)c3ccc(C)cc3)CC2)cc1	-7%	11%	-4%	6%	4.1%	-7%[46.1 µM]	1%	6%[38.3 µM]
12	CCc1cccc2c(C=C(C#N)C#N)cn(CC(=O)N3CCCC3)c12	-2%	-10%	12%	6%	5.1%	-13%[46.1 µM]	0%	-2%[38.3 µM]
13	CCOC(=O)Cc1cc(=O)[nH]c(/N=C(\N)Nc2ccc(OC)cc2)n1	-6%	.	-9%	2%	-2.4%	20%	.	.
14	CN(C)c1ccc(C(CNS(=O)(=O)c2ccc3ccccc3c2)c2c[nH]c3ccccc23)cc1 (stereo unspecified)	-13%	?	-21%	2%	6.0%	-27%	-2%	-6%
15	CCOC(=O)c1ccc(NC(=S)N(CCCN2CCCCCC2)Cc2ccco2)cc1	-2%	9%	-12%	5%	-0.8%	11%	-4%	16%
16	Fc1ccccc1Cc1noc(CN2CCN(Cc3ccc4c(c3)OCO4)CC2)n1	-2%	.	14%	2%	0.5%	9%	.	.
17	Cc1ccc(C(=O)c2cc([N+](=O)[O-])ccc2N2CCCCC2)c(C)c1	1.6µM*	-28%	-3%	-8%	0.0%	3%	1%	17%
18	CCN(CC)CCCN1C(=O)c2oc3ccccc3c(=O)c2C1c1cc(OC)ccc1OC (stereo unspecified)	-15%	7%	?	-9%	2.0%	-17%[46.1 µM]	0%	15%[38.3 µM]
19	CCn1cc(-c2cc(C(=O)O)c3ccccc3n2)c(C)n1	0%	-11%	?	10%	2.6%	3%	-4%	-22%
20	O=C(O)CSCCCC(=O)Nc1ccc(Br)cc1	2%	13%	-4%	7%	-0.2%	-1%[46.1 µM]	-2%	1%[38.3 µM]
21	NC(=O)C1=C[C@@H](c2ccc(C(F)(F)F)cc2)C[C@@H](OCc2ccc(CO)cc2)O1	i	.	?	5%	-4.2%	21%	.	4%
22	C/C(=C\C(=O)c1ncc(C(F)(F)F)cc1Cl)N(C)C	-1%	.	6%	-15%	-2.0%	12%	2%	2%
23	Clc1nc2c(-c3ccccc3)nnn2c2ccccc12	-1%	.	?	-3%	-4.2%	?	.	.
24	CCn1c(=O)n(CC(=O)Nc2cc(OC)ccc2OC)c(=O)c2ccccc21	i	-2%	0%	6%	2.0%	-13%[46.1 µM]	1%	8%[38.3 µM]
25	CCOC(=O)c1c(NC=O)sc2c1CCC2	i	-21%	5%	6%	2.2%	5%[46.1 µM]	-4%	23%[38.3 µM]
26	COc1cccc(C(C(=O)NC2CCCC2)N(C(=O)c2ccco2)C2CC2)c1OC (stereo unspecified)	-8%	-9%	5%	-8%	-1.7%	-1%[46.1 µM]	-4%	-2%[38.3 µM]
27	Cc1nn(Cc2ccc(F)cc2)c2sc(C(=O)Nc3nccs3)cc12	-13%	-11%	?	15%	10%	-24%	1%	?
28	CCOc1ncccc1C(=O)OCC(=O)N(CC(C)C)C1CCS(=O)(=O)C1 (stereo unspecified)	1%	10%	-2%	-3%	2.3%	5%	0%	-1%
29	CCN(CC)CCCN(Cc1cc2cc3c(cc2[nH]c1=O)OCO3)C(=S)Nc1ccccc1OC	-1%	.	?	7%	1.0%	-4%	-1%	13%
30	Cc1cc(C)nc(N2CCC(C(=O)Nc3cccc(C(F)(F)F)c3)CC2)n1	0%	-14%	-5%	5%	-1.0%	-8%[46.1 µM]	-3%	4%[38.3 µM]

(more compounds)
# | Compound | RECQ1 inh | SMN2 splice up | JMJD2E inh | RGS12 GoLoco inh | Epigenetic derep | NPSR antagonist | KinaseGlo FLuc | IMPase Li inh
31 | CC(=O)CCC(=O)OCC(=O)Nc1ccc(SC(F)F)cc1 | -16% | 22% | -4% | -1% | -0.7% | 13% | 2% | -2%
32 | CCOC(=O)CN(Cc1ccccc1)S(=O)(=O)c1ccc(NC(C)=O)cc1 | 2% | -5% | -5% | 0% | -1.8% | -15%[46.1 µM] | 1% | -23%[38.3 µM]
33 | O=C(NCCCN1CCCCCC1)c1ccc(N2CCCC2=O)cc1 | ? | 22% | -6% | 5% | -2.1% | -4%[46.1 µM] | 0% | 15%
34 | O=C(N/N=C/c1cccc(Oc2ccccc2)c1)c1ccncc1 | 0% | ? | -4% | 28% | -1.1% | -13% | -2% | 14%
35 | CC(=O)c1cccc(NC(=O)C2CCCN(S(=O)(=O)c3cccc4cccnc34)C2)c1 (stereo unspecified) | 1% | -4% | 1% | 10% | -1.0% | -7%[46.1 µM] | 2% | -8%[38.3 µM]
36 | CCCSc1ncnc2c1oc1ccccc12 | -2% | -2% | -8% | 2% | -0.8% | -6%[46.1 µM] | -3% | ?
37 | CN1C2C=C3C(C#N)=C(N)C(C#N)(C#N)C(c4ccc(Br)cc4)C3C1CC2 (stereo unspecified) | i | -7% | ? | 21% | -1.0% | 12%[46.1 µM] | -1% | 2%
38 | CCN(CC)S(=O)(=O)c1ccc2nc(CCl)[nH]c2c1 | i | 12% | ? | 10% | -4.5% | -4% | 0% | -9%
39 | Cc1oc(C(N)=O)nc1-c1ccccc1 | -6% | . | ? | 2% | 0.5% | -22% | . | .
40 | CC1(C)Cc2nc3sc(C(=O)O)c(N)c3cc2CS1 | -3% | -7% | -25% | -2% | ? | -6% | -2% | -2%
41 | COc1cc2nc(N(C)C)nc(N)c2cc1OC | 15% | . | 4% | . | 0.0% | -8%[46.1 µM] | . | .
42 | CC(C)CN1CN(Cc2ccccc2)CNC1=S | 2% | 0% | -3% | 5% | 1.0% | -1%[46.1 µM] | 2% | -1%
43 | Cc1ccc(S(=O)(=O)N(C)c2ccc(C(=O)NCC3CCCO3)cc2)cc1 (stereo unspecified) | -19% | 10% | 5% | 0% | -2.0% | -11%[46.1 µM] | 0% | -6%[38.3 µM]
44 | CCOC(=O)C=C1CCN(c2ncc(C(F)(F)F)cc2Cl)CC1 | ? | -33%[inhibitor] | 3% | -4% | -0.9% | -8%[46.1 µM] | 5% | 11%
45 | O=C1CC(c2ccc(Cl)c([N+](=O)[O-])c2)c2ccc3ccccc3c2N1 (stereo unspecified) | i | -34%[inhibitor] | 2% | -6% | 0.0% | -19% | 0% | 9%
46 | CCN(Cc1ccccc1)C(=O)Cn1cc2c(n1)CCCC2 | -1% | -1% | 3% | -1% | 0.0% | -9%[46.1 µM] | -1% | 22%[38.3 µM]
47 | CC(Nc1oc(-c2ccccc2)nc1-c1ccccc1)c1ccccc1 (stereo unspecified) | -1%&3% | ? | 0%&-2% | -1%&2% | -1.1%&1.1% | . | 1%&1% | 2%&5%
48 | S=c1[nH]nc(CSc2nc3ccccc3s2)n1C1CCCCC1 | 8% | -12% | 7% | 3% | 0.0% | -27%[46.1 µM] | -5% | 10%[38.3 µM]
49 | Cc1ccc(SCCC(=O)NCc2ccco2)cc1 | -2% | 27% | 4% | 2% | 0.0% | -7%[46.1 µM] | 0% | 21%[38.3 µM]
50 | CCCOc1ccc(CCCN=C(N)N)cc1Cl | 0% | . | -7% | 9% | -2.6% | -52% | . | .
51 | CN(Cc1nccn1C)C(=O)CC1C(=O)NCCN1CC(c1ccccc1)c1ccccc1 (stereo unspecified) | i | -3% | -12% | 18% | 1.7% | -11% | -4% | 12%

Individual results from the entries so far:
#48 @ JMJD2E inh = 7%
#47 @ JMJD2E inh = 0%&-2%
#49 @ KinaseGlo FLuc = 0%
#46 @ RGS12 GoLoco inh = -1%

Compound profiles, as listed above.
CCCOc1ccc(CCCN=C(N)N)cc1Cl is listed as RECQ1 inh: 0%; SMN2 splice up: .; JMJD2E inh: -7%; RGS12 GoLoco inh: 9%; Epigenetic derep: -2.6%; NPSR antagonist: -52%; KinaseGlo FLuc: .; IMPase Li inh: .
CC(Nc1oc(-c2ccccc2)nc1-c1ccccc1)c1ccccc1 (stereo unspecified) is listed as RECQ1 inh: -1%&3%; SMN2 splice up: ?; JMJD2E inh: 0%&-2%; RGS12 GoLoco inh: -1%&2%; Epigenetic derep: -1.1%&1.1%; NPSR antagonist: .; KinaseGlo FLuc: 1%&1%; IMPase Li inh: 2%&5%
